# NCI-60 one-dose screen, 48 h, at 10 µM unless noted. Numbers give growth in % (100 = growth as untreated, 0 = no growth, -100 = all killed).
# NCI-H226: NCI-H226 lung cancer; actives 3.5% (n = 79,000); AID 1794732
# NCI/ADR-RES: NCI/ADR-RES ovarian cells. actives 4.4% (n = 81,000). AID 1794790
# NCI-H522: NCI-H522 lung cancer. actives 8% (n = 78,000). AID 1794739
# NCI-H460: NCI-H460 lung cancer | AID 1794736 | actives 6.8% (n = 82,000)
# KM12: KM12 colon cancer cells; actives 5% (n = 82,000)
# IGROV1: IGROV1 ovarian cancer. AID 1794786. actives 4.7% (n = 79,000)
# NCI-H23: NCI-H23 lung cancer; AID 1794731; actives 4% (n = 80,000)
# COLO 205: COLO 205 colon cancer; AID 1794742; actives 7.3% (n = 79,000)
# NCI-H322M: NCI-H322M lung cancer. actives 2.7% (n = 80,000). AID 1794733
# An asterisk follows results filed as active; . = not tested or not shown; & = joins results of further samples; [ ] = remark or other dose. Rule for the calls: active = growth percent below 10; inactive = the rest.
canonical_smiles	NCI-H226	NCI/ADR-RES	NCI-H522	NCI-H460	KM12	IGROV1	NCI-H23	COLO 205	NCI-H322M
N#CCCOCC(OCCC#N)C(OCCC#N)C(OCCC#N)C(COCCC#N)OCCC#N (stereo not drawn)	106.1	108.4	98.2	106.1	105.6	112.8	107.7	118.5	105.0
C#CC1(OCCOC(=O)NC)CCCCC1	115.2	120.3	120.5	116.2	118.9	112.2	110.6	115.1	114.3
COc1ccc(/C(=C\c2ccc3c(c2)OCO3)C(=O)Nc2nc3ccc(OC)cc3s2)cc1	93.2	89.7	76.3	107.5	95.2	87.3	97.2	103.3	82.9
Cc1nc2ccc(Br)cc2c(=O)[nH]1	100.5	97.1	74.4	105.3	105.7	92.0	95.5	98.5	91.3
COc1ccc2nc3cc(Cl)ccc3c(N3CCN(c4nccc(Nc5ccccc5)n4)CC3)c2c1	95.4	69.9	7.1*	67.4	63.1	78.8	69.8	89.8	88.3
C=C(C)[C@@H]1CC[C@]2(COCCC#N)CC[C@]3(C)[C@H](CC[C@@H]4[C@@](C)(CCCNCCC#N)[C@H](C(=C)C)CC[C@]43C)[C@@H]12	42.6[100 µM]	46.3[100 µM]	-6.8*[100 µM]	9.8*[100 µM]	27.4[100 µM]	7.8*[100 µM]	29.0[100 µM]	11.3[100 µM]	72.2[100 µM]
c1ccc(CCc2ccccn2)nc1	94.2	100.9	91.3	112.1	99.3	102.4	104.0	108.3	95.5
CCN1CCCSC1=S	102.4	102.4	94.0	111.6	106.5	102.7	98.2	103.0	.
O=C(Oc1ccccc1)c1ccccc1	102.0	113.0	.	116.6	117.6	117.3	105.4	98.3	122.2
O=C(CCc1nnc2sc(COc3ccccc3)nn12)c1nc2ccccc2[nH]1	95.1	100.0	81.4	114.7	101.2	96.3	99.0	.	86.5
COc1cc(CSc2nc3ccc(Cl)cc3c(=O)n2-c2ccccc2)cc(OC)c1OC	89.2	75.5	38.5	96.6	49.8	72.5	79.0	84.5	85.7
C=C(CC)CCCC	100.3	103.3	119.7	108.3	101.2	131.6	106.0	97.8	114.0
Cc1ccc(C2=NN(c3cc(Cl)cc(Cl)c3)C(c3cccc(Nc4ccnc5cc(C(F)(F)F)ccc45)c3)C2)cc1 (stereo not drawn)	84.4	93.2	89.8	105.7	88.6	94.2	91.1	95.4	91.1
O=C(CSc1cc[n+](CCCF)c2ccccc12)n1ccc2ccccc21	92.1	102.6	94.8	99.7	93.3	74.5	97.5	102.5	91.1
Cc1cc(Br)cc(C)c1NC(=S)NN	75.4	99.2	111.0	100.2	101.6	94.1	99.0	120.9	89.6
Ic1ccc(I)cc1	101.2	105.4	96.0	109.4	99.1	105.0	103.3	120.4	89.9
CCCCCCCCCCCC(=O)N(CCOC(=O)C(C)(C)C)CCOC(=O)C(C)(C)C	85.9	93.0	69.3	107.0	98.8	86.7	96.8	105.0	87.6
CC1(C)CC[C@]2(C(=O)O)CC[C@]3(C)C(=CCC4[C@@]5(C)C[C@@H](O)[C@@H]6OC(c7cccc(Br)c7)OC[C@@]6(C)C5CC[C@]43C)C2C1 (stereo partly drawn)	46.4	40.6	16.3	20.2	20.8	66.7	.	-31.4*	38.7
CC(=O)Nc1ccc(S(=O)(=O)Nc2cccc(-c3nc(-c4ccc(NC(=O)c5cccnc5)cc4Cl)no3)c2)cc1	57.9	94.7	11.2	18.0	28.7	54.7	42.1	21.7	41.6
CCC(C)(C)c1ccc(NS(=O)(=O)c2ccc(N)cc2)cc1	88.1	.	69.2	106.0	98.2	82.8	86.6	.	104.8
CSc1nc2nc3c(c(-c4ccc5c(c4)OCO5)c2c(=O)[nH]1)CN(C)C/C3=C\c1ccc2c(c1)OCO2	101.4	96.5	77.1	112.8	109.1	111.7	102.0	137.1	113.2
CSc1nc2[nH]c(=O)n(O)c(=O)c2n1Cc1ccccc1	.	86.9	73.5	16.2	54.7	75.7	56.2	103.1	57.1
O=c1ccnc(SCc2ccccc2Cl)[nH]1	96.1&104.3	101.5&109.1	92.9&111.3	102.8&111.4	107.5&108.1	104.5&116.7	96.6&100.6	107.0&115.0	99.6&116.5
O=C(O)c1c[nH]c2ccc([N+](=O)[O-])cc2c1=O	107.8&107.0	106.0&103.7	99.3&106.4	111.3&121.1	102.9&114.7	107.9&107.8	109.7&104.5	113.2	94.6&120.1
Cc1ccc(C(=O)CSc2nc3ccc(C)cc3c(=O)n2-c2ccc(F)cc2)cc1	15.0	40.6	63.8	32.7	93.7	80.5	56.8	84.0	60.0
Cc1cc2c(-c3nc4ccccn4c3N)c(O)c(O)cc2c(O)c1-c1c(C)cc2c(-c3nc4ccccn4c3N)c(O)c(O)cc2c1O	26.0	26.4	-3.2*	7.0*	22.1	28.9	9.7*	-48.5*	29.3
OCCc1ccccc1	111.5	104.4	95.9	111.2	105.5	111.6	100.7	105.7	112.3
O=C(Nc1ccc2ncnc(Nc3nccs3)c2c1)c1cccs1	62.8	55.1	55.6	56.6	43.9	55.9	51.3	75.4	73.8
Cc1[nH]c2ccccc2c(=O)c1CNCc1ccccc1	102.6	105.6	109.6	111.1	103.8	107.7	100.8	119.4	.
Nc1c(C(=O)c2ccccc2)sc2nc(-c3cnccn3)cc(-c3cccs3)c12	95.8	106.9	96.8	102.9	102.2	97.4	104.4	107.9	100.0

# (cont.)
# Screens in order: NCI-H226	NCI/ADR-RES	NCI-H522	NCI-H460	KM12	IGROV1	NCI-H23	COLO 205	NCI-H322M
CN(C)c1cccc2c(S(=O)(=O)Nc3cccc(-c4csc(NC(=O)CCCCCN)n4)c3)cccc12
  85.7	104.1	95.8	101.8	103.7	98.3	102.4	93.3	106.6
CCc1cc(OC(=O)N2CCN(CCC(C)(COC(C)(C)C)COC(C)(C)C)CC2)ccc1Nc1cc(-c2ccc(-n3cccn3)cc2)[nH]n1
  67.1	74.5	80.7	74.4	85.6	67.0	83.9	80.8	100.6
COc1ccc(-c2csc(NC(=O)CN3CCN(c4cc(=O)[nH]c5ccc(F)cc45)CC3)n2)cc1
  74.6	79.5	87.5	87.4	77.9	54.4	92.5	78.4	83.4
O=S(=O)(Oc1ccc(-c2cn3ccoc3n2)cc1)c1ccc(Cl)c(C(F)(F)F)c1
  100.3	108.6	94.7	108.2	100.9	108.4	103.1	112.6	101.6
O=[N+]([O-])c1ccc(C=C2C(Cl)=C(Cl)C(Cl)=C2Cl)cc1
  62.7	.	46.1	90.6	73.7	.	.	54.0	120.8
COc1ccc(C2Nc3nc(-c4ccncc4)nn3C(N)=C2C#N)cc1 (stereo not drawn)
  96.6	109.9	73.6	120.9	108.2	110.1	102.3	108.8	.
COc1ccc2c(c1)C1(Nc3ccccc3-c3nc4ccccc4n31)C(=O)N2 (stereo not drawn)
  107.6	96.4	115.2	79.5	105.2	110.9	95.9	115.1	81.8
NNc1cnc2ccccc2n1
  97.5	105.1	102.8	102.2	114.1	87.5	98.9	97.8	90.1
Cc1ccc(-c2csc(-n3[nH]c(=O)ccc3=O)n2)cc1
  90.1	69.9	99.0	85.6	91.4	99.7	91.8	105.7	92.8
Cc1cc(O)c(Cl)c(C)c1Cl
  99.2	110.3	103.2	106.2	106.3	105.6	96.2	110.2	95.7
NC(=Nc1ccccc1)SCCCCSC(N)=Nc1ccccc1
  95.0	66.3	79.1	101.3	94.2	75.3	71.2	125.4	85.2
C/C(=C\CCc1ccoc1)CC/C=C(\C)CCCN1CCOCC1
  70.6	74.5	.	54.3	56.9	71.3	46.2	40.9	84.5
Cc1ccc2nc(-c3ccccc3)c3c(=O)n(C)c(=O)n(C)c3c2c1
  106.3	102.7	108.2	93.4	114.8	111.3	99.7	112.8	109.2
O=C(O)C(Cc1c[nH]c2ccccc12)N1C(=O)CSC1=S (stereo not drawn)
  101.6	102.6	87.7	103.3	98.5	99.1	91.8	105.0	90.6
ON=C(C1CC1)C1CC1
  98.5&97.4	101.5&100.2	97.1&108.6	106.5&103.5	103.2&106.3	115.8&98.6	96.3&101.3	120.1&104.5	104.3&92.7
Cc1cc2nc(C(Cl)Cl)nc(-c3ccc(S(=O)(=O)N(C)C)cc3)n2n1
  71.8	26.3	76.9	27.5	39.1	23.1	44.4	25.2	69.3
CC1(C)SC(C)(C)N(C=O)C1C(=O)O (stereo not drawn)
  102.3	108.1	.	102.9	102.9	107.3	107.7	117.6	115.3
O=C1Nc2cc(Cl)ccc2/C1=C\c1ccc(OCc2ccccc2)cc1
  92.9	104.2	99.8	104.5	95.1	91.6	94.3	109.7	99.5
CCOc1ccc(Br)cc1/C=N\N=C\c1cc(Br)ccc1OCC
  97.6	120.1	104.4	103.1	94.2	102.7	.	119.1	111.2
CC(=O)/C=C/c1ccc(OCc2ccc(Cl)cc2)cc1
  100.5	96.5	90.4	100.6	93.9	105.6	90.9	121.9	52.5[100 µM]
CCCN(CCC)CC(O)c1cc2c(c3ccccc13)CCCC2 (stereo not drawn)
  95.7	87.3	80.3	96.6	97.2	68.6	83.1	87.9	88.7
COc1ccc(-c2c(CC(=O)O)c3cc(OC)ccc3n2Cc2ccc(Cl)cc2)cc1
  83.3	94.2	71.9	90.2	101.7	64.4	93.9	105.3	68.8
OCCNCCNc1c2ccccc2nc2cc(Cl)ccc12
  63.2	90.0	54.1	44.7	61.2	60.0	59.2	39.6	50.2
O=C(Nc1cccc(Cn2c(=O)[nH]c3ccc(Oc4ncccn4)cc3c2=O)c1)Nc1ccccc1F
  89.7	98.8	59.4	95.5	83.6	101.0	85.9	102.1	107.4
O=S(=O)(O)c1cccc2c(O)cccc12
  104.3	111.6	103.4	107.9	111.1	113.4	108.8	108.7	110.3
COc1cccc(C(=O)N(c2ccc(F)c(C(F)(F)F)c2)C(C(=O)NC(C)(C)C)c2cc3c(C)cc(C)cc3nc2Cl)c1 (stereo not drawn)
  73.6	68.0	62.0	83.8	75.9	74.5	67.5	76.7	94.4
Clc1ccc(N/N=C/c2ccc(-n3cccn3)cc2)c(Cl)c1
  91.2	92.6	89.9	105.5	94.4	83.3	88.2	93.7	101.0
CC(C)c1ccc(NC(=O)Nc2ccc(NC(=O)CCCC(=O)NOCc3ccccc3)cc2)cc1
  85.2	99.1	71.3	77.9	94.4	91.5	98.4	93.4	90.6
O=C(O)CCCN1C(=O)/C(=C/c2cc3cc4c(cc3nc2Cl)OCO4)SC1=S
  102.6	94.8	80.9	97.2	104.0	111.0	97.4	127.9	93.9
CC(=O)c1c(/C=C/c2ccc(C)cc2)c2ccccc2[nH]c1=O
  63.0	85.8	84.6	91.3	100.2	57.4	86.5	105.0	91.2
CCCCCNC(=O)COc1ccc(CCN2CCn3c(nc4c3c(=O)n(C)c(=O)n4C)C2)cc1
  88.2	103.4	70.6	100.3	99.8	104.8	95.6	108.6	104.4
CCSc1ccccc1
  98.5	101.7	100.6	104.7	104.2	101.9	99.3	108.9	97.4
N#C/C(=C\c1ccc(-c2cccc(C(F)(F)F)c2)o1)c1nc(-c2cccs2)cs1
  100.6	100.8	94.0	105.5	100.0	82.6	98.6	103.3	103.9
CC(=O)Nc1ccc(-c2cn(-c3cccc(C(=O)Nc4cccc(OC(F)(F)F)c4)c3)nn2)cn1
  106.5	97.7	88.5	47.4	30.1	108.0	87.0	111.2	114.0
CC1=NN(C2=NC(=O)C(CC(=O)Nc3ccccc3C(F)(F)F)S2)C(c2ccc(N(C)C)cc2)C1 (stereo not drawn)
  53.1	62.7	33.1	39.6	39.0	59.2	72.6	63.5	76.1
CC1(C)CC[C@]23CC[C@]4(C)[C@H](CC[C@@H]5[C@@]6(C)CCCNC(C)(C)[C@@H]6CC[C@]54C)[C@H]2[C@H]1OC3=O
  99.5	100.1	92.5	46.7	95.2	101.3	92.3	41.8	98.7
C=CCn1c(SCC(=O)Nc2ccc(Cl)cc2)nnc1-c1ccc(OC)cc1
  75.2	77.8	70.0	91.9	64.5	74.2	76.3	79.6	89.5
CCCCCN1C(=O)CCC1=O
  101.4	102.3	.	120.3	94.5	109.8	109.6	99.4	110.2

# A different layout for part of the listing above.
CCCN(CCC)CC(O)c1cc2c(c3ccccc13)CCCC2 (stereo not drawn)
  NCI-H226: 95.7	NCI/ADR-RES: 87.3	NCI-H522: 80.3	NCI-H460: 96.6	KM12: 97.2	IGROV1: 68.6	NCI-H23: 83.1	COLO 205: 87.9	NCI-H322M: 88.7
CC(=O)Nc1ccc(-c2cn(-c3cccc(C(=O)Nc4cccc(OC(F)(F)F)c4)c3)nn2)cn1
  NCI-H226: 106.5	NCI/ADR-RES: 97.7	NCI-H522: 88.5	NCI-H460: 47.4	KM12: 30.1	IGROV1: 108.0	NCI-H23: 87.0	COLO 205: 111.2	NCI-H322M: 114.0
CCCCCNC(=O)COc1ccc(CCN2CCn3c(nc4c3c(=O)n(C)c(=O)n4C)C2)cc1
  NCI-H226: 88.2	NCI/ADR-RES: 103.4	NCI-H522: 70.6	NCI-H460: 100.3	KM12: 99.8	IGROV1: 104.8	NCI-H23: 95.6	COLO 205: 108.6	NCI-H322M: 104.4

# Source: PubChem BioAssay
